NOD1 inhibition – inhibition of NOD1-driven NF-kB reporter – cell-based, luminescence, uHTS, primary screen (AID 1578); NOD1-driven NF-kB luciferase reporter cells, luminescence; higher % means a stronger effect; inhibition, % at 4 µM; hits with a dose series show EC50 in µM; 290,000 tested, 1% active; in the data active means inhibition mostly above about 36%, no sharp cut-off; inactive means mostly below about 34%;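 further: HEK-293T reporter cells stimulated with the NOD1 agonist gamma-tri-DAP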
KOR beta-arrestin-1 – kappa opioid receptor activators – cell-based, luminescence, uHTS, primary screen (AID 1777). KOR beta-arrestin recruitment, luminescence; higher % means a stronger effect. one-dose activation, % at 10 µM; EC50 in µM for titrated hits. 280,000 tested, 0.02% active; in the data active means activation above about 50%, passing the limit was not always enough; further: a part of the inactive calls stands beside numbers as strong as those of hits
TNAP activators – human TNAP enzyme activators, primary screen, biochemical, luminescent, no phosphate acceptor, uHTS (AID 1001); purified TNAP, luminescent activation assay, no phosphate acceptor; higher activation fold means a stronger effect; activation fold at 20 µM, or EC50 in µM where a hit was titrated; 200,000 tested, 0.03% active; in the data active means activation fold from about 3, or a potency from the dose series; inactive means the rest, 99 in 100 with activation fold below about 1.6; further: many of its hits are not listed in these tables
KOR beta-arrestin-2 – kappa opioid receptor blockers – cell-based, luminescence, uHTS (AID 1778) | KOR beta-arrestin recruitment, luminescence, antagonist mode; higher % means a stronger effect | one-dose inhibition, % at 10 µM; IC50 in µM for titrated hits | 290,000 tested, 0.091% active; further: strong numbers were not always called active
human PMI inhibitors – MPI inhibition at elevated mannose 6-phosphate – biochemical, fluorescence intensity, high mannose 6-phosphate, primary screen (AID 1220); recombinant PMI enzyme, coupled fluorescence intensity; higher % means a stronger effect; inhibition, % at 20 µM; hits with a dose series show IC50 in µM; 190,000 tested, 0.66% active
PMI inhibitors – MPI enzyme activity inhibition – biochemical, fluorescence intensity, coupled assay, primary screen (AID 1209); inhibition, % at 20 µM; hits with a dose series show IC50 in µM; purified PMI enzyme, coupled fluorescence intensity; higher % means a stronger effect; 190,000 tested, 0.42% active;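 further: plate controls were DMSO vehicle for no effect and wells lacking substrate for full effect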
XIAP displacement – XIAP antagonists, biochemical, IAP family, fluorescence polarization (AID 1018); XIAP BIR domain, fluorescence polarization peptide displacement; higher % means a stronger effect; displacement, % at 20 µM, or IC50 in µM where a hit was titrated; 200,000 tested, 0.007% active; in the data active means displacement above about 50%; further: a part of the inactive calls stands beside numbers as strong as those of hits
HEK293 NOD2/NF-kB – NOD2 signaling inhibitors, cell-based, luminescence, uHTS, HEK293 (AID 1566). HEK293 NOD2/NF-kB luciferase reporter, luminescence; higher % means a stronger effect. 290,000 tested, 0.63% active. one-dose inhibition, % at 4 µM; EC50 in µM for titrated hits; further: many of its hits are not listed in these tables
LYP phosphatase – PTPN22 lymphoid phosphatase activity blockers – biochemical, fluorescence intensity, uHTS (AID 1779). recombinant LYP phosphatase, fluorescence intensity; higher % means a stronger effect. inhibition, % at 11.5 µM, or IC50 in µM where a hit was titrated. 290,000 tested, 0.054% active;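 further: plate controls were vehicle with enzyme for no effect and no enzyme for full effect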
Active calls of the source: *; nt = no result given; [ ] = another dose, or the depositor's remark. Unless noted, no stated cut-off is given here; in the data, active means inhibition above about 50%; inactive means the rest. The list is partial. The share of hits here may be higher or lower than overall.

SMILES	NOD1 inhibition	KOR beta-arrestin-1	TNAP activators	KOR beta-arrestin-2	human PMI inhibitors	PMI inhibitors	XIAP displacement	HEK293 NOD2/NF-kB	LYP phosphatase
COc1cc(C(=O)O)ccc1Cl	-3%	-2.1%	nt	11%	nt	nt	nt	13%	-7%
Cc1cccn2c(=O)c3cc(C(=O)NC4CCCCC4)n(C)c3nc12	3%	1.2%	nt	-30%	nt	nt	nt	16%	-12%
CC(C)(C)c1ccc(C(=O)CS(=O)(=O)c2ccccc2)cc1	-3%	0.8%	1	-32%	3%	-5%	-1.1%	-47%	7%
CCOc1ccc(/C=C2\SC(=S)N(NS(=O)(=O)c3ccc(C)cc3)C2=O)cc1OC	-3%	0.6%	nt	6%	nt	nt	nt	29%	-2%
CC(=O)c1ccc(NC(=O)c2ccc3c(Cl)c4c(nc3c2)CCCC4)cc1	-35%	11%	1.1	-33%	-3%	4%	-2.7%	34%	1%
COC(=O)C1C(=O)C2=C(CC1C)Nc1ccccc1NC2c1cccs1 (configuration not stated)	-30%	-3.0%	1	6%	3%	6%	-5.6%	-33%	1%
Cc1ccccc1CSc1nnc(C)c(=O)[nH]1	-22%	-4.1%	1.1	9%	7%	9%	-3.4%	5%	2%
Cc1cc(N=NC(=O)c2ccccc2O)c2ccccc2c1O	16%	-9.7%	0.8	22%	27%	-1%	-2.2%	-25%	7%
COCCNc1nc(-c2ccccc2)nc2ccccc12	-36%	nt	1	-23%[20 µM]	nt	nt	-6.4%	23%	-2%
CC(C)(C)c1cc(C(=O)Nc2ccccc2)ccn1	-10%	7.5%	1.1	23%	8%	2%	-7.4%	4%	-4%
CCn1ccc(C(=O)Nc2ccc(S(=O)(=O)Nc3ccccc3OC)cc2)n1	23%	-1.7%	1	16%	-8%	-4%	-12%	23%	-13%
O=C(NCc1ccccc1)c1cc(=O)nc2sc(-c3ccccc3)nn12	-13%	-3.4%	1	6%	8%	12%	-4.6%	10%	-1%
C=CCn1c(SCCC)nc2sc3c(c2c1=O)CCc1ccccc1-3	-27%	-0.5%	1.2	27%	33%	15%	-2.3%	4%	-1%
CCc1cc(-c2nc(N)ncc2-c2csc(C)n2)c(O)cc1OC	-40%	-1.1%	1	-11%	20%	14%	-4.5%	15%	-5%
Cc1ccc(C)c(OCC(=O)Nc2cccc(S(=O)(=O)NC3=NCCCCC3)c2)c1	-3%	-1.7%	nt	-3%	nt	nt	nt	-3%	-12%
COc1cc(CN(C)Cc2cc(=O)oc3cc(C)c(Cl)cc23)ccc1OC(F)F	27%	-4.5%	nt	12%	nt	nt	nt	-22%	-2%
CC1(C)OC(C)(C)/C(=C/Nc2ccccc2)C1=O	-21%	-0.2%	1.1	-24%	0%	2%	-4.1%	4%	-4%
COc1ccc(N(C)S(=O)(=O)c2cccc3nsnc23)cc1	-11%	2.4%	1	-20%	-6%	-6%	3.0%	-5%	-2%
NC(=O)CCn1nc(-c2ccc(Cl)cc2)c2ccccc2c1=O	-6%	1.7%	0.9	0%	3%	7%	-2.7%	19%	-3%
CCCCc1cc2c(c(NC(C)=O)n1)c(=O)oc1ccccc12	-8%	-1.4%	1.1	-3%	5%	6%	0.8%	16%	-7%
CSc1n[nH]c(NCc2cccs2)n1	-12%	-4.8%	0.4	32%	1%	6%	0.4%	-2%	-7%
COc1cc(NC(=O)CCCNC(=O)Cn2cnc3sc4c(c3c2=O)CCCC4)cc(OC)c1OC	6%	0.4%	nt	-57%	nt	nt	nt	8%	-7%
Nc1c(C(=O)O)sc2nc(-c3ccc(F)cc3)cc(-c3ccccc3)c12	-2%	3.3%	nt	18%	nt	nt	nt	17%	3%
CCCc1c(C)nc2ccc(OC)cc2c1SCCC(=O)O	-29%	7.5%	1.1	7%	-14%	-6%	-10%	3%	-5%
COc1ccc(-n2c(Cc3cccn3C)nnc2SCC(=O)Nc2cc(C)cc(C)c2)cc1	55%	-2.0%	1	28%	23%	20%	0.4%	9%	-17%

Compound profiles (already shown). Order of screens: NOD1 inhibition	KOR beta-arrestin-1	TNAP activators	KOR beta-arrestin-2	human PMI inhibitors	PMI inhibitors	XIAP displacement	HEK293 NOD2/NF-kB	LYP phosphatase
C=CCn1c(SCCC)nc2sc3c(c2c1=O)CCc1ccccc1-3 across the screens: -27%	-0.5%	1.2	27%	33%	15%	-2.3%	4%	-1%
CCc1cc(-c2nc(N)ncc2-c2csc(C)n2)c(O)cc1OC across the screens: -40%	-1.1%	1	-11%	20%	14%	-4.5%	15%	-5%
Cc1ccc(C)c(OCC(=O)Nc2cccc(S(=O)(=O)NC3=NCCCCC3)c2)c1 across the screens: -3%	-1.7%	nt	-3%	nt	nt	nt	-3%	-12%
CC(C)(C)c1ccc(C(=O)CS(=O)(=O)c2ccccc2)cc1 across the screens: -3%	0.8%	1	-32%	3%	-5%	-1.1%	-47%	7%
COc1cc(NC(=O)CCCNC(=O)Cn2cnc3sc4c(c3c2=O)CCCC4)cc(OC)c1OC across the screens: 6%	0.4%	nt	-57%	nt	nt	nt	8%	-7%

Later entries.
SMILES	NOD1 inhibition	KOR beta-arrestin-1	TNAP activators	KOR beta-arrestin-2	human PMI inhibitors	PMI inhibitors	XIAP displacement	HEK293 NOD2/NF-kB	LYP phosphatase
O=C(CCNC(=O)c1ccco1)Nc1cccc(C(F)(F)F)c1	-5%	-1.7%	nt	-28%	nt	nt	nt	-10%	-12%
COc1cc(NC(=O)c2cc(-c3ccc(C)cc3)on2)cc(OC)c1OC	-8%	-2.9%	nt	-34%[20 µM]	nt	nt	nt	27%	1%
Cc1ccc(NC(=O)COC(=O)CN2C(=O)NC(C)(C)C2=O)cc1S(=O)(=O)N1CCOCC1	9%	3.0%	1	-49%	0%	-10%	-7.6%	12%	1%
CCN1CCN(CCCNC(=O)C2CCN(c3nnc(-n4cccc4)s3)CC2)CC1	11%	-2.7%	nt	-35%	nt	nt	nt	4%	-16%
CSC(=NC#N)N1CCN(c2cccc(Cl)c2)CC1	57%	5.0%	1	-50%	-12%	-9%	-5.8%	-8%	-6%
O=C(NC(Cc1ccccc1)C(=O)O)NC12CC3CC(CC(C3)C1)C2 (configuration not stated)	-28%	0.7%	nt	-15%[20 µM]	nt	nt	nt	6%	0%
COCC(=O)Nc1ccc(Nc2ccccc2)cc1	-23%	1.8%	1	22%	-11%	4%	-2.8%	-12%	3%
CC(=O)Nc1ccc(S(=O)(=O)N2CCC(Oc3ccc(-n4cnnn4)cc3)CC2)cc1	-16%	0.1%	nt	-13%	nt	nt	nt	4%	-7%
CCN(CC)CC(C)(C)NS(=O)(=O)c1ccc(Cl)cc1	5%	0.4%	1	-15%	-6%	-12%	0.6%	3%	-10%
Cc1nnc(SC(C)C(=O)NCC2CCCO2)n1-c1ccccc1 (configuration not stated)	8%	-0.5%	1.2	-21%	8%	12%	-3.6%	-12%	-6%
COc1cc(C(=O)OC(C)C(=O)Nc2ccc3c(c2)OCO3)ccc1OCc1c(C)noc1C (configuration not stated)	-9%	1.8%	1.1	-30%	-3%	1%	-3.2%	-12%	5%
Cc1cc(C)n(-c2ccc(C(=O)Nc3sccc3C(N)=O)cc2)n1	-78%	5.4%	1.1	-7%	22%	8%	-5.2%	-119%	0%
COc1ccc(NC(=O)c2ccc(F)c(F)c2)c2ccccc12	-40%	1.6%	nt	-31%	nt	nt	nt	-6%	-7%
Cc1ccc(-c2n[nH]c(=O)c3ccccc23)cc1N	-6%	-6.4%	1.1	-17%	8%	1%	-5.6%	7%	-1%
Cc1nn(CC(=O)N2CCOCC2)c(=O)c2c1sc1ccccc12	-12%	6.3%	nt	10%	nt	nt	nt	18%	-10%
O=C(Nc1ccccc1O)c1ccc(C(=O)c2ccccc2)o1	-34%	-6.4%	nt	-36%[20 µM]	nt	nt	nt	-1%	-8%
O=C(CSc1nnc2ccccn12)NCCN1C(=O)CSC1=O	-14%	-2.0%	1.2	7%	12%	21%	-7.9%	-4%	2%
CCN(CC)S(=O)(=O)c1ccc(Nc2ccc(-c3ccc4c(c3)OCCO4)nn2)cc1	-46%	3.6%	1.1	-26%	6%	11%	-6.2%	-22%	0%
O=C(O)Cc1ccc(C(=O)c2ccc(Cl)cc2)s1	16%	-3.2%	1.1	13%	-11%	-6%	-3.6%	10%	1%
O=C(CCN1C(=O)C2CC=C(Cl)CC2C1=O)N1CCCCC1 (configuration not stated)	5%	-0.2%	1.1	-32%	1%	6%	1.1%	-3%	0%
COc1cccc(N2CCN(c3ccc4nnc(CCC(=O)Nc5ccc(F)cc5)n4n3)CC2)c1	-24%	4.9%	nt	5%	nt	nt	nt	4%	-7%
CC1CCN(CC(=O)c2cccs2)CC1	-19%	-1.5%	1.1	26%	-17%	-30%	-5.5%	-2%	-4%
NC(N)=Nc1nc(CCN2C(=O)c3ccccc3C2=O)cs1	13%	1.1%	1.1	34%	1%	0%	-5.2%	-21%	-3%
Cn1c(Cl)cnc1C(O)(c1ccccc1)c1ccccc1	-12%	3.9%	nt	2%	nt	nt	nt	13%	-8%
N#Cc1c[nH]n2c(=O)c3c(nc12)CCC3	-27%	nt	1	-23%[20 µM]	nt	nt	-3.9%	5%	-4%

Remaining list, next part:
SMILES	NOD1 inhibition	KOR beta-arrestin-1	TNAP activators	KOR beta-arrestin-2	human PMI inhibitors	PMI inhibitors	XIAP displacement	HEK293 NOD2/NF-kB	LYP phosphatase
O=C(O)CCC(=O)NNC(=O)c1ccc([N+](=O)[O-])cc1	-6%	4.7%	nt	8%	nt	nt	nt	9%	-8%
COc1cc(C#N)c(NC(=O)CN2CCN(CCO)CC2)cc1OC	-26%	-1.8%	1.1	7%	6%	2%	1.9%	18%	-3%
O=C(CC1CCC1)NC(c1ccccc1)c1ccccc1	-16%	-4.7%	1.1	12%[20 µM]	1%	5%	-0.8%	-3%	-9%
COc1ccc(/C=N/NC(=O)C(C)Sc2ccccn2)cc1[N+](=O)[O-] (configuration not stated)	-8%	3.6%	1.1	-12%	16%	29%	-3.0%	13%	0%
COc1cc(/C=C2\NC(=S)N(C)C2=O)ccc1OCc1ccccc1F	-11%	-3.8%	nt	-7%	nt	nt	nt	15%	-2%
CCOc1ccc(OCc2ccc(C(=O)NCc3ccncc3)o2)cc1	-35%	-0.6%	1.1	22%	4%	7%	2.8%	-2%	-6%
CN(C)S(=O)(=O)c1ccc(C(=O)Nc2nnc(SCc3cccc4ccccc34)s2)cc1	-23%	1.3%	1.1	-13%	-91%	-48%	-7.8%	-2%	-4%
O=C(CCC(=O)N1CCN(c2ccc(Cl)c(Cl)c2)CC1)c1ccccc1	-14%	-0.5%	nt	-32%	nt	nt	nt	14%	-8%
O=C(O)c1cccc(-c2ccc(/C=N/NC(=O)C3COc4ccccc4O3)o2)c1 (configuration not stated)	-38%	-1.6%	0.9	-16%	-4%	-15%	-5.9%	8%	6%
CCCOc1cccc(OCCSc2nc(C)cc(=O)[nH]2)c1	-28%	16%	1	11%	15%	13%	-10%	-22%	1%
CCOC(=O)c1c(-c2ccc(C)cc2)csc1NC(=O)CCN1CC(C)OC(C)C1 (configuration not stated)	46%	3.4%	1.1	4%	14%	29%	-3.5%	18%	1%
O=C1c2ccccc2NC(c2ccc3c(c2)OCCO3)N1c1ccc2c(c1)OCCO2 (configuration not stated)	-44%	1.3%	1	-25%	8%	1%	-6.5%	-108%	-3%
OCCN1CCN(CC(O)COCC2COc3ccccc3O2)CC1 (configuration not stated)	-24%	4.0%	1.1	8%	-9%	-11%	-4.2%	5%	-7%
CCN1CCN(C(c2ccccc2F)c2nnnn2Cc2ccc3c(c2)OCO3)CC1 (configuration not stated)	1%	-12%	1.1	-31%	5%	1%	-8.7%	19%	-6%
Cc1ccc(C(O)(c2ccccc2)c2ccccc2C(C)N(C)C)c(C)c1 (configuration not stated)	34%	1.6%	1	-7%	-6%	-9%	-27%	-2%	-1%
O=C(COc1ccc(Br)cc1)N1CCc2ccccc21	-17%	0.3%	nt	16%	nt	nt	nt	-78%	-2%
